# M1 antag – human M1 muscarinic receptor antagonists, primary screen, CHO-K1 cells, Fluo-8 calcium fluorescence, 1536-well; CHO-K1 hM1, ACh EC80 antagonist; inhibition, % at 3 µM; actives 1.3% (n = 360,000);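 active = percent inhibition above its own plate's cutoff, namely the mean of that plate's compound wells plus 3 SD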;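 note: peak over basal fluorescence ratio during 140 s after agonist addition; 0% = ACh EC80 plus DMSO and 100% = DMSO alone without agonist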
# Target sequence (P11229 whole entry, looked up): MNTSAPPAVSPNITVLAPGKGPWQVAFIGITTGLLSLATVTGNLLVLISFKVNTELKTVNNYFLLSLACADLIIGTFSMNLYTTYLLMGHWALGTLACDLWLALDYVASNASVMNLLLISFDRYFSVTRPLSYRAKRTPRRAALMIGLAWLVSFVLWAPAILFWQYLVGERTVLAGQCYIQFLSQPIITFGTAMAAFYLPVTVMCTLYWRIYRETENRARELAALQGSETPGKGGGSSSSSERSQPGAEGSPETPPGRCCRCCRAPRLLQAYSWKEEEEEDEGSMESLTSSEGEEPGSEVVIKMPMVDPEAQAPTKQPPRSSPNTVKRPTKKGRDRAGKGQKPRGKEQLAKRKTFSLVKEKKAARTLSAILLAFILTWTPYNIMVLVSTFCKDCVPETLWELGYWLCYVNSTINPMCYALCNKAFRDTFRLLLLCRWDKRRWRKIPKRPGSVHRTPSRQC
# OXTR potentiate – human OXTR potentiators, primary screen, fluorescence, CHO-OTR cells, Fluo-8 calcium; Oxytocin receptor (Homo sapiens), P30559; Fluo-8 calcium fluorescence, potentiator mode; 0% = oxytocin EC15, 100% = EC100; activation, % at 3 µM; actives 0.061% (n = 320,000);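 active = activation above that plate's cutoff, the mean activation of tested compounds plus 3 SD, cut at about 6.6% in these data, passing the limit was not always enough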;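 note: 100% uses oxytocin at 75 nM as the full agonist control; some results filed as inactive read as strong as hits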
# Target sequence (P30559 whole entry, looked up): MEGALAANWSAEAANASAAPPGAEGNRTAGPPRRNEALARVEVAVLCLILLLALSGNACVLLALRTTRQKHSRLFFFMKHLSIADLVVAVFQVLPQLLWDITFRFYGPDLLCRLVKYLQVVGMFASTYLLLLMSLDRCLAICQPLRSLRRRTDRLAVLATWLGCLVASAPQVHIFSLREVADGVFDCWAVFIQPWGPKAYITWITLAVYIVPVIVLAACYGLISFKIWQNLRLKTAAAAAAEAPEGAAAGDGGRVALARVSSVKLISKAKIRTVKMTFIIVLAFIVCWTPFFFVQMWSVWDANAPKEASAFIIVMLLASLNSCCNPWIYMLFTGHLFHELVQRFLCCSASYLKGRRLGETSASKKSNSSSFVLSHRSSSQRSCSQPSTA
#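 Assay system: CHO cell line stably expressing human OTR. Reagent: EC15 oxytocin agonist. Dosing: single dose, 3.0 µM nominal final compound concentration. Timing: compound 6 min at room temperature before oxytocin, 100 s read. Signal: kinetic Fluo-8 calcium fluorescence. Controls: oxytocin EC15 low and EC100 high.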
# M1 ag parental – counter-screen for M1 agonists: effect in parental CHO-K1 cells. actives 0.48% (n = 360,000). Fluo-8 calcium fluorescence; scaled to maximal ATP response, vehicle zero. AID 602248, 2012. activation, % at 3 µM; in the data active = activation above about 15%;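 note: untransfected CHO-K1 host cells lacking M1 receptor as counterscreen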
# M1 PAM parental – nonselective calcium activators in parental CHO-K1 cells, primary screen, counter-screen for M1 PAM project, cell-based, Fluo-8 calcium fluorescence, full deck, 1536-well; ATP EC20; 0% at ATP EC20, 100% at ATP max; activation, % at 3 µM; actives 0.02% (n = 360,000); AID 602247, 2012;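 active = activation above the run cutoff, the mean activation of all test compounds plus 3 SD, cut at about 40% in these data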;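 note: peak over basal fluorescence ratio in a 140 s read after ATP addition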
# CHO-K1 Ca antag – counter-screen for M1 antagonists: effect in parental CHO-K1 cells; ATP-induced calcium, Fluo-8 fluorescence; inhibition, % at 3 µM; actives 0.6% (n = 360,000); AID 602250;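 active = inhibition above a per-plate cutoff, the plate's mean sample inhibition plus 3 SD, cut at about 24% in these data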;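 note: 0% = DMSO plus EC80 ATP and 100% = DMSO alone without ATP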
# TAAR1 antagonist – human TAAR1 antagonists, primary screen, Fluo-8 calcium fluorescence, CHO RD-HGA16 cells. actives 1.5% (n = 360,000). inhibition, % at 3 µM. antagonist. AID 624466, 2012;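 active = inhibition above a per-plate cutoff, the mean inhibition of test compounds on that plate plus 3 SD, cut at about 49% in these data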;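 note: 0% = DMSO plus EC80 beta-PEA response and 100% = DMSO alone without agonist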
#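 System: CHO RD-HGA16 cells bearing hTAAR1. Reagent: EC80 β-phenethylamine stimulus. Schedule: seeding 17-24 h prior, 75-min 37 °C, 30-min RT dye loading. Signal: Fluo-8 intracellular calcium dye fluorescence, real-time kinetic reads. Read-out: % inhibition from peak post-agonist over basal fluorescence ratio. Benchmarks: vehicle wells and EC80 agonist wells. Replicates: n of 1.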
# TAAR1 agonist – human TAAR1 agonists, primary screen, Fluo-8 calcium fluorescence, CHO RD-HGA16 cells; Trace amine-associated receptor 1 (Homo sapiens), Q96RJ0; vehicle wells 0%, saturating PEA agonist 100%; activation, % at 3 µM; actives 0.99% (n = 360,000);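 active = activation above the mean activation of all test compounds in the run plus 3 SD, cut at about 38% in these data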
#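 Assay system: CHO-derived RD-HGA16 cells with stable Gα16 and human TAAR1; timing: 17-24 h seeding, 75 min 37 °C dye, 30 min RT; read-out: % activation from peak over basal fluorescence ratio, DMSO-to-PEA scaled; measured by: kinetic Fluo-8 calcium fluorescence; benchmarks: low control DMSO, high control PEA (EC100); doses: 3 µM single concentration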
# CHO parental Ca – ATP-evoked calcium signal inhibitors, parental CHO, primary screen, counter-screen for OX1R antagonist project, cell-based, fluorescence, Fluo-8 calcium dye | actives 0.63% (n = 330,000) | parental CHO-K1, ATP-induced calcium, Fluo-8 fluorescence | inhibition, % at 5.6 µM;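 active = inhibition above that plate's mean sample inhibition plus 3 SD, cut at about 26% in these data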;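 note: 0% = ATP-challenged DMSO wells and 100% = DMSO wells without ATP; some compounds past the cut are filed as inactive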
#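 Test system: untransfected parental CHO cell line. Compound: one dose, 5.6 µM nominal. Detection: intracellular calcium via Fluo-8 no-wash fluorescent dye. Measure: % inhibition. Benchmarks: ATP-challenged DMSO wells low, unchallenged DMSO wells high.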
# M1 ag – human M1 muscarinic receptor agonists, primary screen, Fluo-8 calcium fluorescence, CHO-K1 cells, HTS; actives 0.33% (n = 360,000); activation, % at 3 µM; Muscarinic acetylcholine receptor M1 (Homo sapiens), P11229; AID 588814, 2011; CHO-K1 hM1, agonist mode; 0% DMSO, 100% acetylcholine EC100;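 active = activation above the run's mean compound activation plus 3 SD, cut at about 16% in these data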;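 note: peak over basal fluorescence ratio within a 140 s kinetic read after compound addition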
# * hit, by the source's call; nt = no result given.
SMILES,M1 antag,OXTR potentiate,M1 ag parental,M1 PAM parental,CHO-K1 Ca antag,TAAR1 antagonist,TAAR1 agonist,CHO parental Ca,M1 ag
CCCCCN(C(=O)CCC(=O)OC(C)C(=O)c1ccccc1)c1c(N)n(CCCC)c(=O)[nH]c1=O (stereo not drawn),-7.7,2.2,0.7,8.6,-14.2,-28.3,0.8,-22.4,-4.2
O=C(COc1ccccc1)N=C1SC2CS(=O)(=O)CC2N1c1ccc(F)cc1F (stereo not drawn),-5.9,-13.5,2.5,1.1,-17.5,-27.9,3.5,-2.6,-6.1
Cc1ccsc1C1NC(=O)c2ccccc2N1 (stereo not drawn),-17.4,-1.2,1.0,20.3,-14.5,-2.2,13.5,0.4,-1.2
COc1cc(NC(=O)Cc2cccs2)c(C(=O)O)cc1OC,-3.1,-2.0,3.9,19.9,-5.9,5.9,0.7,-10.4,-8.2
COc1ccc(/C=N/N=C2/NC(=O)C(CC(=O)NC(C)C)S2)cc1 (stereo not drawn),-0.8,-15.4,0.8,-9.0,-11.0,-4.6,3.7,4.2,-3.3
O=C(NS(=O)(=O)c1ccccc1)c1ccccc1,-11.4,-14.2,0.2,13.6,0.7,-4.1,1.9,18.4,-1.2
CC1(Oc2ccc(CC#N)cc2)CCN(Cc2ccccc2OC(F)F)C1 (stereo not drawn),7.2,nt,2.0,9.0,-3.6,-5.6,3.3,nt,-7.2
CCOc1ccc(/C=N/Nc2ccc(C(F)(F)F)cc2[N+](=O)[O-])cc1O,1.4,-2.6,17.7*,-11.2,10.1,1.4,-2.4,-14.8,-6.1
COc1ccc(C(=O)c2c[nH]c3ccccc23)cc1,-3.1,-10.5,3.2,4.9,9.4,-4.8,11.9,-9.7,-0.8
CCn1c(SCC(=O)O)nnc1-c1ccccc1OC,-8.0,-10.0,1.4,12.5,-5.6,22.6,0.5,-10.3,2.5
O=C(COC(=O)Cn1ccc(=O)[nH]c1=O)Nc1ccc(F)cc1,-23.3,-4.8,0.9,14.0,-16.7,2.1,2.6,-15.7,-0.5
N#C/C(=C\c1ccccc1OCc1ccc(C(=O)O)cc1)c1ccccc1,-7.0,-1.2,0.6,21.6,-2.0,6.9,-1.1,-12.2,-2.6
COc1cc(-c2cnc3c(NC(C)=O)cc(-c4cccc(C(=O)NCCO)c4)cn23)cc(OC)c1OC,-5.2,nt,1.3,4.6,-15.5,12.7,4.2,nt,-6.1
O=C(Nc1ccc(NS(=O)(=O)c2ccccc2)cc1)c1ccccc1Cl,4.3,-5.2,0.6,-10.2,2.1,-9.7,6.4,-3.9,-2.7
Cc1ccc(S(=O)(=O)N2CCC(C(=O)NNC(=O)c3ccc(F)cc3)CC2)cc1,13.6,-11.9,2.0,-14.6,4.1,13.5,2.9,-15.8,-1.7
COC(=O)N1N=C(c2ccccc2)CC1(O)C(F)(F)F (stereo not drawn),-0.5,3.3,0.0,-1.5,-6.1,-6.0,0.2,-10.8,-1.1
COc1cc(C(=O)N/N=C/c2ccc(OC)c(CN3CCN(c4ccc(F)cc4)CC3)c2)ccc1O,12.4,-2.6,1.3,3.8,-12.8,12.8,0.7,-18.5,-5.7
COC(=O)c1ccc(OCC(O)CN2C(=O)NC(C)(C)C2=O)cc1 (stereo not drawn),-9.3,nt,0.9,18.4,-5.3,-8.3,3.2,nt,-2.1
CCOC(=O)Cn1cnc(-c2ccc([N+](=O)[O-])cc2)c1,-14.2,-2.6,-0.1,-0.8,-2.8,-17.7,1.5,3.6,2.7
CC(C)(C)c1ccc(C(=O)Nc2nnc(Cc3c[nH]c4ccccc34)s2)cc1,4.8,-3.3,0.0,-2.9,-4.9,3.2,3.8,-17.1,-0.9
CCOc1ccc(NC(=O)N2CCC(n3nnc4ccccc43)CC2)cc1,3.2,-6.7,0.3,4.7,-3.4,7.3,-0.4,-11.6,-6.7
OC(CNCCNc1ncccc1C(F)(F)F)COc1ccc(F)cc1 (stereo not drawn),19.4,-7.0,3.6,8.3,-11.6,-13.8,6.0,-16.8,40.4*
COc1cccc(N2CCN(C(=O)Cn3c(=O)oc4ccccc43)CC2)c1,-9.3,-9.8,0.0,13.9,4.8,-15.6,2.7,-9.1,-0.2
CC(=O)c1cccc2c(O)c(C3=Nc4ccccc4C3=O)[nH]c12,-31.9,-4.1,-0.3,16.2,-9.3,3.4,12.1,-8.7,-2.0
COc1cc(CO)c(Br)cc1OCC(=O)Nc1ccccc1C,3.2,-4.6,1.0,1.5,1.5,-5.7,2.3,-4.8,-5.2

# Continued; it opens with the 2 that closed the last part.
SMILES,M1 antag,OXTR potentiate,M1 ag parental,M1 PAM parental,CHO-K1 Ca antag,TAAR1 antagonist,TAAR1 agonist,CHO parental Ca,M1 ag
CC(=O)c1cccc2c(O)c(C3=Nc4ccccc4C3=O)[nH]c12,-31.9,-4.1,-0.3,16.2,-9.3,3.4,12.1,-8.7,-2.0
COc1cc(CO)c(Br)cc1OCC(=O)Nc1ccccc1C,3.2,-4.6,1.0,1.5,1.5,-5.7,2.3,-4.8,-5.2
CC1C(=O)N(Cc2cn(CCC3OCCCO3)nn2)CCS(=O)(=O)N1Cc1ccc(-c2ccc(Cl)cc2)cc1 (stereo not drawn),12.0,nt,6.4,-10.1,7.1,87.0*,18.6,nt,-1.6
Cc1cccc(C(C)C)c1NC(=O)c1cccnc1,-16.3,-1.2,-0.2,-3.4,2.5,-5.7,1.4,12.1,-2.8
O=S(=O)(NCCc1csc(-c2ccc(C(F)(F)F)cc2)n1)c1ccc2c(c1)OCCO2,-7.8,-4.4,2.8,16.2,1.5,20.2,1.4,1.4,-2.1
Cc1ccc(-c2nnc3n2N=C(c2ccccc2Br)CS3)cc1,-6.5,-9.6,0.6,13.8,-14.5,33.8,15.0,-17.6,-6.2
O=C(Nc1ccc(N2CCOCC2)cc1)c1nc2ccccc2s1,-15.5,-2.3,1.2,7.7,-2.2,-13.2,-0.2,3.5,-3.0
CSC[C@H]1CN(c2ccc(Br)cc2)C(=O)[C@@H]1CC(=O)Nc1ccc(Br)cc1,-7.3,nt,1.0,10.6,-3.3,-2.2,1.6,nt,-6.0
COc1ccc(Nc2nc(NCCO)nc(N3CCCC3)n2)cc1,1.8,-0.8,0.4,4.8,-11.9,16.8,8.7,-10.7,-3.4
CC1CC1C(=O)OCC(=O)Nc1ccc(Cl)cn1 (stereo not drawn),1.9,3.5,1.0,-6.9,-5.4,-4.0,0.1,-3.8,-1.4
COc1ccc(N(CC(=O)NCCSCc2cccc(Cl)c2)S(C)(=O)=O)cc1,-7.7,-7.5,0.4,-15.2,2.4,-12.6,3.5,-14.7,1.1
O=C1NC[C@H](c2ccccc2)OC(=O)[C@H](Cc2ccc(F)cc2)C/C=C\C[C@@H]1CC(=O)N(CCO)Cc1ccccc1,14.6,-8.2,1.2,-7.5,7.4,77.2*,31.6,-21.2,-5.5
COC(=O)c1ccc2c(c1)NC(=O)C(N1CCCCC1)S2 (stereo not drawn),-5.5,-6.8,1.2,11.1,-4.1,-7.6,10.7,-1.7,-1.8
COc1cc(OC)cc(C(=O)NC2CCN(CC(=O)Nc3cccc4ccccc34)CC2)c1,-4.6,-7.4,2.0,17.4,-1.2,-10.9,4.0,-22.9,-2.5
Cc1ccc(C(=O)NCC(=O)OC(C)C(=O)Nc2ccc(N(C)C)cc2)s1 (stereo not drawn),-13.1,-2.7,-0.6,4.6,-22.8,6.1,0.2,-12.2,-0.8
O=C(c1ccc(Cn2cnnn2)cc1)N1CCCC(Nc2ccc(F)cc2)C1 (stereo not drawn),-14.2,-12.8,0.9,15.6,-2.5,-2.2,0.7,-10.8,2.8
CCOC(=O)C(Cc1c(F)cccc1F)(NC(C)=O)C(=O)OCC,-4.3,3.4,-0.3,13.8,-11.8,-2.0,1.0,-3.3,-5.2
C[C@H](CO)N1C[C@H](C)[C@H](CN(C)Cc2ccncc2)OCc2ccccc2-c2c(n(C)c3ccccc23)C1=O,0.2,nt,0.5,10.4,-0.5,-1.6,2.6,nt,-6.1
COc1ccc(CCC(=O)Nc2ccc3c(c2)OCCO3)cc1,-2.9,-12.2,0.3,-5.0,-2.7,-1.9,6.1,34.6*,-2.1
O=C(NCc1ccccc1CN1CCCC1)c1cccc(S(=O)(=O)Nc2ccc(F)cc2)c1,4.4,-9.2,2.4,12.8,-12.2,-8.2,7.2,-6.8,-7.6
Cc1ccc(S(=O)(=O)N2CCc3ccccc3CC2)cc1,23.5,nt,0.8,-21.2,-1.4,1.7,-0.7,nt,-2.1
CN(C(=O)c1ccc2nccnc2c1)C1CCCCC1,-3.6,-4.1,0.2,10.2,-9.7,-46.0,1.8,-4.8,-3.0
CC(C)(C)C(=O)Nc1nnc(SCC(=O)NC2CCCC2)s1,0.7,-6.4,2.1,23.9,-18.0,6.9,0.7,-9.7,-3.7
Fc1ccc(Oc2ccnc(Cl)n2)c(Cl)c1,nt,-6.1,nt,nt,nt,14.9,-0.3,-14.1,nt
Cc1cc(Br)ccc1SCC(=O)OC/C(O)=C(\C#N)c1nc2ccccc2[nH]1,-5.7,-5.6,1.0,13.5,-10.0,-15.1,5.4,-13.4,-3.0
COc1ccc(OC)c(NC(=O)CNC(=O)Cn2c(C)cc3ccccc3c2=O)c1,-1.5,-10.6,1.2,18.0,-10.1,-0.6,-1.9,-16.5,-3.7
O=C(O)CCc1ncc(C(F)(F)F)cc1Cl,-3.3,-7.5,0.1,12.4,-4.2,0.3,9.4,11.6,-2.6
COc1ccc(NC(=O)COc2ccc(/C=N/NC(=O)c3cccnc3)cc2OC)cc1,-1.6,-14.9,3.6,-8.3,14.0,37.0,13.6,-11.2,-4.0
CCOC(=O)C1(CCc2ccccc2)CCN(C(=O)CCc2cnn(C)c2)CC1,-7.7,-8.9,1.0,16.6,-1.1,-7.3,5.9,-27.9,-8.9
O=C(NCc1ccccc1)c1cc2ccc(O)cc2oc1=O,-12.3,-2.9,0.1,-22.2,11.5,8.6,8.2,-8.3,1.2

# Quoted from the listing:
# `C[C@H](CO)N1C[C@H](C)[C@H](CN(C)Cc2ccncc2)OCc2ccccc2-c2c(n(C)c3ccccc23)C1=O` in M1 ag has -6.1
# `Cc1ccsc1C1NC(=O)c2ccccc2N1` (stereo not drawn) in M1 PAM parental has 20.3

# Bioassay records deposited in PubChem by The Scripps Research Institute Molecular Screening Center.

# An unsorted share of the library (roughly 4.2% active in at least one column).
